Bioassay records from PubChem BioAssay.
Arr AP2 block: inhibitors of beta-arrestin/AP2 binding, primary screen, biochemical, GPCR trafficking, flow cytometry; beta-arrestin 1 C-terminal peptide binding to AP2 beta2-adaptin appendage (human); FITC-arrestin peptide / GST-AP2 beads; AP2 beta2 appendage carries R879A mutation; inhibition, % at 10 µM; 0.31% of 340,000 active;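 active = inhibition above a set limit, near 3 SD of compounds lacking own fluorescence, cut at about 54% in these data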;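 note: plate controls were DMSO wells for no effect and 5 µM unlabelled arrestin peptide for full effect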
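Material – AP2 appendage R879A on GSH beads · Buffer or medium – PBS with 0.05% Tween 20 and 0.1% BSA · Probe or stimulus – fluorescein-tagged arrestin peptide at 50 nM final · Incubation – compound with beads 12 min RT, then probe 1 h RT · Detection – high-throughput flow cytometry of beads, ex 488, em 535 nm · Evaluation – percent response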
Keap1-Nrf2 PPI: Keap1-Nrf2 protein-protein interaction inhibitors, primary screen, biochemical, fluorescence polarization, single point; Kelch-like ECH-associated protein 1 (Homo sapiens), Q14145; Keap1 Kelch-Nrf2 peptide fluorescence polarization, 1536-well; inhibition, % at 9.4 µM; 0.15% of 340,000 active; AID 504523, 2011; in the data active = inhibition above about 12%;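 note: human Keap1 Kelch domain with fluorescein labeled Nrf2 9mer peptide probe; 0% = neutral control wells and 100% = peptide positive control; higher means more block of Keap1 binding to Nrf2 peptide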
Pemphigus Ab inh: inhibitors of pemphigus antibody binding to DSG3, primary screen, biochemical, bead-based, flow cytometry, scFv-GFP | Desmoglein-3 (Homo sapiens), P32926 | DSG3-coupled beads, scFv-anti-DSG3-GFP binding; hits give low values | binding (percent of control), % at 10 µM | 0.48% of 310,000 active;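 active = binding more than 3 SD below its plate's average and above zero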;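 note: hits lower antibody fragment binding to DSG3; some compounds called inactive have numbers as strong as hits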
DAGLB inh: DAGLB lipase inhibitors, primary screen, biochemical, fluorescence, HTS; Diacylglycerol lipase-beta (Homo sapiens), Q8NCG7; HEK293T DAGLB membrane lysate, EnzChek fluorogenic substrate; inhibition, % at 5.17 µM; 0.059% of 340,000 active; AID 504411, 2011; in the data active = inhibition above about 34%;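 note: 0% = enzyme with vehicle and 100% = wells lacking enzyme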
Target sequence (Q8NCG7 whole entry, looked up): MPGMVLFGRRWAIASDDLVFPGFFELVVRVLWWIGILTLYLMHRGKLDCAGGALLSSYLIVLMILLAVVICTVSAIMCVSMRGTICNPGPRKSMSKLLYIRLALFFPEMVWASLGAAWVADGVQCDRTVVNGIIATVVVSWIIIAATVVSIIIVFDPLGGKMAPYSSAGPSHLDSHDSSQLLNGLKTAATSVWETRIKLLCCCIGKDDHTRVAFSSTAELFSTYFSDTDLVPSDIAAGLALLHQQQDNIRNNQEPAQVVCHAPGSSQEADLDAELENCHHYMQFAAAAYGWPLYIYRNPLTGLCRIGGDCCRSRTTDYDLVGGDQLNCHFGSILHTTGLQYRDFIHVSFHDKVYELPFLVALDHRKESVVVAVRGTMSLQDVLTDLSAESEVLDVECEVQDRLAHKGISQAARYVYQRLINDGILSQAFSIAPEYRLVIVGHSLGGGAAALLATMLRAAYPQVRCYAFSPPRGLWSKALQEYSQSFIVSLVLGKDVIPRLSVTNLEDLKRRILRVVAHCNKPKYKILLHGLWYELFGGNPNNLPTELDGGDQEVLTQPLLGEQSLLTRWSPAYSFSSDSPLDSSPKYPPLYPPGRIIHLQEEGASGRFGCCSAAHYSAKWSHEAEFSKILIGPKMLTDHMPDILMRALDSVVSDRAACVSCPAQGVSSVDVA
Cardiac RTF inh: cardiac RTF calcium sensitivity inhibitors, primary screen, biochemical, IANBD-TnC fluorescence, EC70 calcium. Troponin I, cardiac muscle (Homo sapiens) + Troponin T, cardiac muscle (Homo sapiens) + …. IANBD-labeled cardiac RTF, Ca2+ fluorescence. inhibition, % at 7.15 µM. 0.12% of 340,000 active. AID 493244, 2011;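 active = inhibition above the mean inhibition of all tested compounds plus 3 SD, cut at about 17% in these data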;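 note: assay run at fixed EC70 calcium of 1.6 mM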
CAL PDZ FP-1: untagged CAL PDZ binding inhibitors, primary screen, biochemical, fluorescence polarization, HTS; 0.92% of 300,000 active; AID 602252, 2012; inhibition, % at 24.9 µM; purified CAL PDZ, TMR-peptide fluorescence polarization, 1 h;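 active = mean inhibition of at least 30% with at least half of replicates also reaching 30%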;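 note: 0% = DMSO neutral control and 100% = excess unlabeled competitor peptide PRC23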
CAL PDZ FP-2: CAL PDZ peptide-binding inhibitors, primary screen, biochemical, fluorescence polarization, Cer-tagged CAL PDZ, HTS; 0.02% of 330,000 active; inhibition, % at 20 µM; AID 504414, 2011; purified CAL PDZ, TMR-peptide fluorescence polarization, 1 h; Golgi-associated PDZ and coiled-coil motif-containing protein (Homo sapiens), Q9HD26;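 active = highest replicate inhibition of at least 40%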;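 note: plate controls were DMSO neutral control wells for no effect and unlabeled competitor peptide control wells for full effect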
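System: purified tagged CAL PDZ domain construct (CerCALP). Schedule: 1 h incubation at room temperature before polarization reading. Medium: 25 mM sodium phosphate pH 7.4, 150 mM NaCl, TCEP, IgG, Thesit. Read-out: percent inhibition from loss of millipolarization. Measured by: FP readout, S and P plane fluorescence. Probe or stimulus: fluorescent TMR peptide probe.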
V-ATPase pHluor: regulators of yeast V-ATPase proton pumping, primary screen, pHLuorin cytosolic pH fluorescence | S. cerevisiae | AID 504577, 2011 | 0.37% of 350,000 active | response, % at 10 µM; in the data active = response mostly above about 7.3%, no sharp cut-off; inactive = mostly below about 5.4%; note: actives read high; inactives centre near 0; some compounds called inactive have numbers as strong as hits; reference of the scale not given here
LANA DNA inh: inhibitors of KSHV C-LANA binding to DNA, primary screen, biochemical, fluorescence polarization, FAM-LBS DNA, MBP-C-LANA, single point. inhibition, % at 9 µM. 0.078% of 340,000 active. Kaposi's sarcoma herpesvirus LANA C-terminal domain (residues 932-1162) DNA binding;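 active = highest replicate inhibition at or above 60% at 9 µM, even if other replicates fall short; inactive = all replicates below 60% inhibition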;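 note: 0% = neutral control wells and 100% = 4 µM acridine orange control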
NSD2 HMT inh: NSD2 histone methyltransferase inhibitors, primary screen, biochemical, AlphaScreen, single concentration, set 2; NSD2 peptide methylation, 120 min; 0.54% of 310,000 active; Histone-lysine N-methyltransferase NSD2 (Homo sapiens), O96028; inhibition, % at 12.5 µM; AID 743445, 2014; in the data active = inhibition above about 50%
* hit, by the source's call; . = no result given. The list is partial (hit frequency here may not be typical).

SMILES | Arr AP2 block | Keap1-Nrf2 PPI | Pemphigus Ab inh | DAGLB inh | Cardiac RTF inh | CAL PDZ FP-1 | CAL PDZ FP-2 | V-ATPase pHluor | LANA DNA inh | NSD2 HMT inh
O=C(CNC(=O)COc1ccccc1)NCc1ccccc1F | 19 | 1 | 95 | -1 | 3 | 1 | -2.4 | -4 | 0.9 | 0
CC(=NNC(=O)c1ccncc1)c1ccc2ccccc2c1O | 4 | -24 | 89 | -91 | -66 | -3 | 0.9 | 0 | -20 | 0
COc1cc(/C=C(\C#N)C(=O)N2CCCCC2)ccc1O | -7 | -2 | 98 | -1 | -8 | 1 | -2.4 | -2 | 1.1 | -6
CC(C)C(C(=O)NCC1CCCO1)N(C(=O)CNS(=O)(=O)c1ccc(F)cc1)C1CCCCC1 (stereo not given) | 8 | -2 | . | 1 | -7 | 1 | -1.9 | -2 | 0.9 | .
COc1ccccc1NC(=O)Nc1ccc2c(c1)CCC2 | -5 | -1 | 110 | 0 | -10 | 2 | -1.8 | 3 | 1.2 | 1
O=C(O)COc1ccc(/C=C2\SC(=Nc3ccccc3)N(c3ccccc3)C2=O)cc1 | 28 | -1 | 95 | 4 | -2 | -5 | -2.8 | 0 | 2.7 | 2
O=C(COC(=O)c1cc(S(=O)(=O)N2CCCCC2)ccc1N1CCOCC1)c1ccc(Cl)cc1 | -15 | 4 | 104 | 0 | -2 | -3 | -0.7 | -1 | -1.3 | -1
CN(c1ccc(C(=O)Nc2ccc3c(c2)n(C)c(=O)n3C)cc1)S(C)(=O)=O | 5 | 0 | 106 | 0 | 1 | -2 | -0.8 | -1 | 1.6 | 0
CCc1ccccc1NC(=O)c1ccc([N+](=O)[O-])s1 | 15 | 1 | 100 | 1 | -2 | -5 | -1.5 | -1 | 2.1 | 0
Cc1ccc(CNC(=O)N[C@@H](Cc2ccccc2)C(=O)O)cc1 | 9 | -5 | 120 | 0 | -16 | -2 | -2.3 | 6 | -0.4 | -4
CSc1ccccc1OCc1cc(C(=O)N2CCN(c3ncccn3)CC2)no1 | -6 | 2 | 109 | 0 | 1 | . | -1.6 | -2 | -0.5 | 8
CCOC(=O)C1CCN(C(=O)c2cccc(S(=O)(=O)N(C)C3CCCCC3)c2)CC1 | -3 | -6 | 104 | 0 | -3 | . | -1.0 | 1 | -0.9 | .
Cn1c(=O)oc2cc(S(=O)(=O)N3CCCCC3)ccc21 | 6 | -2 | 96 | -5 | -18 | -4 | 0.0 | -2 | 1.2 | 8
NC(=O)c1cc2ccc(O)cc2oc1=Nc1ccccc1 | 3 | -4 | . | 0 | 2 | -6 | -0.8 | -1 | -3.7 | 1
COc1ccc2nc(SCC(=O)Nc3ccc(S(=O)(=O)Nc4nccc(C)n4)cc3)[nH]c2c1 | 14 | 3 | 100 | 2 | -12 | -6 | -1.1 | -7 | -0.8 | 0
CCN1C(=O)/C(=C/c2cccs2)N(C)C1=S | -3 | 4 | 98 | -4 | -17 | -2 | -0.6 | -1 | -1.1 | 7
CS(=O)(=O)N1CCN(c2ccccc2NC(=S)NC(=O)c2ccco2)CC1 | -2 | -14 | 110 | -1 | 4 | -3 | -2.2 | 1 | 0.2 | 0
CCN1C(=O)CC(C(=O)Nc2ccc(F)cc2)SC1=Nc1ccc2c(c1)OCO2 (stereo not given) | 5 | 1 | 97 | -4 | 4 | -3 | . | -4 | -3.5 | -3
O=C(O)/C=C/C(=O)Nc1cccnc1 | 2 | 6 | . | -5 | -2 | 0 | -1.7 | 3 | 3.0 | -1
COCOc1ccc(C=O)c(OCOC)c1 | 7 | 5 | 102 | 1 | -8 | -4 | -0.2 | 0 | 1.9 | .
Cc1[nH]c(=O)[nH]c(=O)c1N1CCOCC1 | 6 | -8 | 91 | 0 | -15 | 8 | 0.1 | 3 | -0.4 | -1
COc1ccc(C(=O)c2c3ccc(C(F)(F)F)cc3[n+]([O-])n2CCCC(N)=O)cc1 | 11 | -10 | 106 | 3 | 3 | -1 | 0.5 | -8 | 0.9 | .
COc1ccc(N2C(=O)C3C(c4ccc(OC)cc4O)NC(Cc4ccccc4)(C(=O)O)C3C2=O)cc1 (stereo not given) | 4 | 2 | 104 | 0 | 0 | 1 | -1.8 | 0 | -1.3 | 2
Cn1c(Cc2cccc3ccccc23)nnc1SCC(=O)N1CCN(c2ccccc2)CC1 | 1 | -1 | 108 | 0 | 5 | 4 | -0.3 | 0 | -0.7 | 3
CCN1/C(=C2\OC(=S)N(C)C2=O)Sc2ccccc21 | -6 | -6 | 115 | 1 | -4 | -2 | -0.1 | -2 | 0.9 | -2
CCn1c(SCC(=O)Nc2nc(C)cs2)nnc1C(NC(=O)c1ccccc1Cl)C(C)C (stereo not given) | -3 | -7 | 106 | 4 | -9 | -1 | . | -2 | 1.2 | -3
O=C(Nc1ccon1)c1ccc(N2CCCCC2)c([N+](=O)[O-])c1 | 1 | -2 | 98 | 8 | -8 | 0 | -1.5 | -3 | 1.7 | 8
CN=C(Nc1ccc(Br)cc1)SC1CC(=O)N(c2ccc(OC)cc2)C1=O (stereo not given) | 2 | -3 | 108 | -1 | -8 | 0 | -1.4 | 3 | 0.0 | 0
CN1CCN(C(=O)c2ccc3c(=O)n(-c4ccc(F)cc4)c(=S)[nH]c3c2)CC1 | 10 | -3 | 89 | 0 | -7 | 2 | -0.8 | -5 | -0.4 | 3
O=C(COC(=O)c1cc(S(=O)(=O)Nc2ccccc2Cl)ccc1O)Nc1ccc(F)c(F)c1F | 8 | -2 | 130 | 3 | -1 | 8 | -0.8 | 2 | 0.1 | 0
COc1ccc(S(N)(=O)=O)cc1C(=O)OCCCOC(=O)c1cc(S(N)(=O)=O)ccc1OC | -7 | 3 | 102 | -2 | -9 | 3 | -2.2 | 2 | -0.6 | 17
COc1cc(CNCCCCO)ccc1OCc1ccccc1F | -13 | -3 | 100 | -4 | -10 | . | -0.7 | 0 | 0.3 | -13
O=C(CSc1nc2ccccc2[nH]1)N=Nc1c(O)[nH]c2ccccc12 | 12 | -4 | 92 | 2 | 4 | -3 | -4.9 | -7 | 0.7 | 35
COC(=O)c1ccc(C(=O)OC)c(NC(=O)COC(=O)C2CCC(C(C)(C)C)CC2)c1 (stereo not given) | 28 | 0 | . | -6 | 0 | -3 | -0.8 | 3 | -1.0 | 2
COc1cc(/C=N/Nc2nc3c(c(=O)n(C)c(=O)n3C)n2Cc2ccccc2)ccc1OC(=O)c1ccco1 | 14 | -4 | 115 | 6 | -2 | 0 | 3.1 | -3 | 2.3 | 3
N#Cc1cc2cc3c(cc2nc1N1CCCCC1)OCCO3 | -5 | 0 | 93 | -6 | -8 | . | -0.6 | 0 | 0.0 | -2

Reprinted at random: 3 entries already listed.
SMILES | Arr AP2 block | Keap1-Nrf2 PPI | Pemphigus Ab inh | DAGLB inh | Cardiac RTF inh | CAL PDZ FP-1 | CAL PDZ FP-2 | V-ATPase pHluor | LANA DNA inh | NSD2 HMT inh
O=C(Nc1ccon1)c1ccc(N2CCCCC2)c([N+](=O)[O-])c1 | 1 | -2 | 98 | 8 | -8 | 0 | -1.5 | -3 | 1.7 | 8
CN=C(Nc1ccc(Br)cc1)SC1CC(=O)N(c2ccc(OC)cc2)C1=O (stereo not given) | 2 | -3 | 108 | -1 | -8 | 0 | -1.4 | 3 | 0.0 | 0
Cc1[nH]c(=O)[nH]c(=O)c1N1CCOCC1 | 6 | -8 | 91 | 0 | -15 | 8 | 0.1 | 3 | -0.4 | -1

Continued.
SMILES | Arr AP2 block | Keap1-Nrf2 PPI | Pemphigus Ab inh | DAGLB inh | Cardiac RTF inh | CAL PDZ FP-1 | CAL PDZ FP-2 | V-ATPase pHluor | LANA DNA inh | NSD2 HMT inh
Fc1ccccc1NC(=S)N1CCN(c2ccccn2)CC1 | -22 | 3 | 98 | -2 | -6 | -7 | 0.1 | 2 | 0.2 | 0
Cc1ccc(C)c(OCC(=O)N/N=C/c2ccc(N3CCOCC3)cc2)c1 | . | . | 96 | 1 | . | . | . | -2 | . | 11
Cc1cccc(NC(=O)CSc2nc(C)c(Cc3ccccc3)c(=O)[nH]2)c1 | -19 | -6 | 93 | 4 | -4 | 0 | -1.9 | -2 | -1.2 | 0
Cn1c(SCC(=O)Nc2cc(Cl)cc(Cl)c2)nnc1-c1ccc2nonc2c1 | -6 | . | 96 | . | . | . | . | -17 | . | -7
Cc1ccc(OC(=O)CCC(=O)OCCCC(F)(F)C(F)(F)F)cc1 | 2 | 0 | 100 | -5 | 0 | 0 | -0.3 | -5 | -0.2 | 4
CCC(c1nnc(SCc2nc3ccccc3s2)n1Cc1ccccc1)N(C)C (stereo not given) | -3 | 1 | 94 | -4 | -7 | -4 | -0.1 | -2 | 0.1 | -62
COc1cc(C)c(S(=O)(=O)NC2CC(C)(C)NC(C)(C)C2)cc1C | 1 | -10 | 103 | -1 | -6 | -1 | -4.1 | -2 | 1.7 | 4
Cc1cnc(NC(=O)CCNC(=O)c2ccccc2Cl)s1 | 19 | 0 | 97 | 1 | -13 | -1 | -2.1 | 0 | -1.7 | -1
CCCC(=O)c1c(NC)cc(C)oc1=O | 5 | -1 | 104 | 2 | -1 | -1 | -0.7 | 0 | 1.3 | 0
CCc1ccc(N2CC(C(=O)Nc3nnc(CC)s3)CC2=O)cc1 (stereo not given) | -7 | -5 | 78 | 2 | 6 | 5 | -0.7 | 4 | 1.4 | -2
COc1ccnc(-n2cccc2/C=N/O)c1C#N | 5 | 0 | 101 | -2 | -2 | -3 | . | 11 | -0.4 | 0
COc1ccc(C/C(N)=N/OC(=O)c2ccc(Cl)cc2)cc1 | 23 | 1 | 102 | -13 | -2 | 5 | -0.4 | 2 | -1.2 | 2
COC(=O)c1c(C)[nH]c(C)c1-c1ccccc1Cl | 10 | -3 | 108 | 0 | -7 | -2 | 0.9 | 5 | 2.4 | .
COc1cc(OC)cc(C(=O)N2CCN(Cc3cccc(F)c3)CC2)c1 | 34 | -1 | 100 | 2 | -6 | -3 | -2.0 | 3 | 0.1 | 1
O=S(=O)(NCc1ccccc1)c1ccc(Br)c2nsnc12 | 11 | -3 | 93 | 3 | -20 | -8 | -2.7 | 12 | -1.4 | 40
